TRPC6 inh: blocks the mouse TRPC6 cation channel | B-score at 10 µM | Q61143 | 1.1% of 310,000 active | HEK293-TRPC6, membrane potential dye, ACh-evoked depolarization; stronger effect = lower value;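 active = B-score under library mean minus 3 SD, initial fluorescence not abnormally high, positive integrated signal ratio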;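 note: B-score derived from integrated fluorescence ratio over the kinetic read; more negative B-score means stronger inhibition of depolarization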
Target sequence (Q61143 whole entry, looked up): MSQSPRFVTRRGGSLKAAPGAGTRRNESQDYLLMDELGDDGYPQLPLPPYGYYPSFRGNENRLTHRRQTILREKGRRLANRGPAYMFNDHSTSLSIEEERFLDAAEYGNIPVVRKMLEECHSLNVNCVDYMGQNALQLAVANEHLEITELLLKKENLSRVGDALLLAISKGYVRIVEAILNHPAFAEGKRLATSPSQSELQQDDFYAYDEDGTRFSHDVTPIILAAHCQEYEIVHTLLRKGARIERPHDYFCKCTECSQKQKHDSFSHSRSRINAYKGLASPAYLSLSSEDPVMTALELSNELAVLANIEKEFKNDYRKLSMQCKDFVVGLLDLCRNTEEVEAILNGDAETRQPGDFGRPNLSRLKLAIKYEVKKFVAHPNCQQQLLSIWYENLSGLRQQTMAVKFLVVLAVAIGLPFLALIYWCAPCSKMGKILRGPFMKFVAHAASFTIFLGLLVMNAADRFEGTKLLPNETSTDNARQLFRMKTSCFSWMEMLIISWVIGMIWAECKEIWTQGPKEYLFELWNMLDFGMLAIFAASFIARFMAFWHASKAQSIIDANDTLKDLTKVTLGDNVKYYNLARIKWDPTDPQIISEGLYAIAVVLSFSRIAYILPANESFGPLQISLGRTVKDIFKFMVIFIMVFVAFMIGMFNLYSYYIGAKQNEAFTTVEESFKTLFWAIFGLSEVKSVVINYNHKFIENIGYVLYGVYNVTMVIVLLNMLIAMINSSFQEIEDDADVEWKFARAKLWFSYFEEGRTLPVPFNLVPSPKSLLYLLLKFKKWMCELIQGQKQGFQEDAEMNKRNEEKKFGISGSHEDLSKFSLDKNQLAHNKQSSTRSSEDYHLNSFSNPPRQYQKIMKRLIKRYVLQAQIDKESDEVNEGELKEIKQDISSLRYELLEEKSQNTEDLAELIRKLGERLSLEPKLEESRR
MrgX1 agonist: human MrgX1 receptor agonism, primary screen; MrgX1-HEK293 cells, Fluo-4 calcium fluorescence, agonist mode; stronger effect = higher value; 0.44% of 310,000 active; Q96LB2; B-score at 10 µM; AID 588627;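 active = calcium response B-score plate-corrected fluorescence ratio at least 3 library SD, with starting fluorescence B-score inside 5 SD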
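Material: MrgX1-expressing HEK293 cells / Dosing: compound as first of three additions / Incubation: overnight seeding, then 1 h dark dye loading / Signal: Fluo-4 NW calcium fluorescence / Evaluation: B-scored fluorescence response ratio / Benchmarks: positive and negative control wells on each plate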
RGS4 block: human RGS4 inhibition. P49798. HEK293 M3R/RGS4 inducible, Fluo-4 calcium flux; stronger effect = higher value; triggered by carbachol at its EC20. B-score at 10 µM. 0.45% of 310,000 active;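 active = B-score, a plate-corrected calcium signal, over three deviations above library mean, with baseline fluorescence within five deviations of library mean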;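 note: RGS4 expression induced by doxycycline in cells with stable M3 receptor; B-score is computed from the integrated fluorescence ratio over baseline after carbachol; higher B-score means a larger calcium signal and so more RGS4 inhibition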
SKKanGAS inh: SKKanGAS growth inhibition; S. pyogenes SKKanGAS, kanamycin growth, BacTiter-Glo, 6 h; 1.3% of 300,000 active; inhibition, % at 7.5 µM;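 active = mean replicate score, as percent of positive control median, at least 50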;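 note: strain carries kanamycin resistance gene driven by streptokinase promoter and grows in 40 µg/ml kanamycin; loss of luminescence reflects streptokinase promoter inhibition or plain growth inhibition; 0% = median of DMSO wells and 100% = positive control at its reference dose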
TRPC6 activator: mouse TRPC6 channel activation | B-score at 10 µM | HEK293-TRPC6 membrane potential dye fluorescence; stronger effect = higher value | Q61143 | 0.13% of 310,000 active | AID 2550;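 active = B-score of the integrated fluorescence ratio above library mean plus 3 SD, and starting fluorescence ratio within library mean plus 5 SD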;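 note: higher score means more depolarization so channel activation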
TRPC4 inh: inhibitors of mouse TRPC4 channel; Q9QUQ5; HEK293 TRPC4beta/mu-opioid, DAMGO-evoked Fluo4 calcium flux; stronger effect = lower value; B-score at 10 µM; 0.39% of 300,000 active;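 active = B-score over 3 SD under the library average, no early fluorescence shift, positive overall ratio signal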
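Assay system: Stable TRPC4beta/mu-opioid receptor HEK293 cells | Reagent: DAMGO in two steps, submaximal then maximal | Compound dosing: Single concentration per test compound | Signal: Fluo4 Ca2+ flux fluorescence | Evaluation: Per-well B score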
HIF activator: HIF pathway transcriptional activation; U2OS HRE-luciferase reporter, luminescence; normalized: DMSO 0%, desferrioxamine 100%; activation, % at 7.5 µM (by protocol); 0.32% of 300,000 active; AID 1910;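 active = mean activation of at least 10% of the iron chelator positive control signal, with at least half of replicates also reaching 10%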
MrgX1 PAM: allosterically activates human MrgX1 receptor signaling. 0.63% of 310,000 active. Q96LB2. MrgX1-HEK293, Fluo-4 calcium flux, FDSS; stronger effect = higher value. B-score at 10 µM;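 active = plate-corrected calcium response at least 3 library SD above typical, normal starting fluorescence, not activating the receptor alone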;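 note: compound read alongside a low EC10 to EC30 dose of BAM8-22 agonist; peak minus trough fluorescence over baseline measured at the second addition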
RGS4 pot: potentiators or activators of RGS4; 0.92% of 310,000 active; B-score at 10 µM; HEK293 M3R/inducible RGS4, carbachol calcium flux Fluo4; stronger effect = lower value;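 active = B-score of the integrated calcium signal more than 4 SD below the library mean, with starting fluorescence not abnormally high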;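 note: negative B-score means reduced calcium response which marks RGS4 activation or potentiation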
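System: HEK293 FlpIn-TREx cells, stable M3R, doxycycline-inducible RGS4. Timing: overnight RGS4 induction, 30 min dye load 37 °C, 20 min compound RT. Also added: carbachol, ECmax concentration. Measured by: Fluo4 fluorescence kinetic imaging of calcium. Evaluation: integrated calcium ratio converted to B score.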
MrgX1 antagonist: human MrgX1 receptor antagonism, primary screen. Q96LB2. MRGX1-HEK293 calcium flux, Fluo-4, BAM8-22 antagonism; stronger effect = lower value. B-score at 10 µM. 1.3% of 310,000 active. AID 588676;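 active = calcium-response B-score plate-corrected more than 3 library SD below zero, starting fluorescence within 5 deviations, no agonist response on first addition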;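 note: peak minus trough fluorescence over baseline after final BAM8-22 challenge near maximal dose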
Platelet DG rel: modulates dense granule release in human platelets. human platelet-rich plasma, SFLLRN dense granule ATP release, luminescence. inhibition, %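 (compounds screened at 7.5 µM in platelet-rich plasma)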. 0.22% of 300,000 active;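 active = mean replicate score, as percent of positive control, at or above 50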
Active calls of the source: *; i = inactive; · = no result given. Not a hit list (roughly 6.1% active in at least one column).

canonical_smiles,TRPC6 inh,MrgX1 agonist,RGS4 block,SKKanGAS inh,TRPC6 activator,TRPC4 inh,HIF activator,MrgX1 PAM,RGS4 pot,MrgX1 antagonist,Platelet DG rel
COc1ccc(/C=C/C(=O)Oc2ccc(/C=N/NC(=O)COc3c(C)cccc3C)cc2)cc1,i,i,i,7,i,i,0.8,i,i,i,11
O=C(CSc1nc(-c2ccccc2)c(-c2ccccc2)[nH]1)NCCN1C(=O)CSC1=O,i,i,i,-6,i,i,-0.2,i,i,i,15
COC(CNC(=O)C(=O)Nc1cc2c3c(c1)CC(=O)N3CCC2)OC,i,i,i,0,i,i,0.1,i,i,i,-6
Cc1oc(-c2cccc3ccccc23)nc1CN1CCC[C@H]1CO,i,i,i,0,i,i,0.3,i,i,i,-1
Cc1ccccc1NC(=O)c1ccc2c(c1)C(=O)N(CCC(C)C)C2=O,i,i,i,8,i,i,-0.8,i,i,i,1
NC(=O)/C(=C\c1cccnc1)NC(=O)c1ccccc1,i,i,i,1,i,i,0.6,i,i,i,1
Fc1cc2ncn(Cc3ccccc3)c2cc1F,i,i,i,-1,i,i,-0.2,i,i,i,-8
COc1ccc2nc(SCC(=O)NC(C)(C)C)[nH]c2c1,i,i,i,4,i,i,0.4,i,i,i,6
Cc1ccc(S(=O)(=O)N2CCC(C(=O)NCCN3CCCCCC3)CC2)cc1,i,i,i,-7,i,i,0.0,i,i,i,-6
Cc1cc(N2CCN(S(=O)(=O)c3ccc(Br)cc3)CC2)n2ncnc2n1,i,i,i,0,i,i,-1.8,i,i,i,-12
O=C(NCC1CCCO1)C1CCN(C(=O)c2ccc(Br)cc2)CC1 (centres undefined),i,i,i,5,i,i,-0.2,i,i,i,0
O=C(CN(C(=O)c1csnn1)c1ccccc1)NCc1ccc2c(c1)OCO2,i,i,i,4,i,i,-16,i,i,i,-14
CN(C)c1cc2c(cc1NC(=O)c1ccccc1Cl)n(C)c(=O)n2C,i,i,i,9,i,i,2.3,i,i,i,1
OCCNC(=S)Nc1ccc2nsnc2c1,i,i,i,4,i,i,-0.6,i,i,i,-16
COc1cccc(CN(C)C(=O)c2cccc(S(=O)(=O)N3CCN(c4ccc(F)cc4)CC3)c2)c1OC,i,i,i,-9,i,i,-0.4,i,i,i,-3
COc1ccc(C(=O)C=CNNC(=O)c2ccc(Cl)cc2)cc1,i,i,i,-1,i,i,-1.0,i,i,i,5
COc1cc(SC)ccc1C(=O)N(C)Cc1ccccc1,i,i,i,5,i,i,-0.3,i,i,i,8
Cc1ccc(NC(=O)Nc2sc(=S)n(C)c2C)cc1,i,i,i,20,i,i,1.9,i,i,i,-2
CCc1[nH]nc(C(=O)N2CCCC(CO)(Cc3ccc(F)cc3F)C2)c1C (centres undefined),i,i,i,1,i,i,-0.4,i,i,i,-3
Cn1cnnc1SCC(=O)NNC(=O)COc1ccc(Cl)cc1,i,i,i,-2,i,i,-0.5,i,i,i,1
CN(C)CCCNS(=O)(=O)c1ccc(-n2nnc3ccccc32)c([N+](=O)[O-])c1,i,i,i,0,i,i,-0.3,i,i,i,-4
CCc1ccc(-c2cc3c(=O)n(CC(=O)NCCCN4CCN(C)CC4)ncn3n2)cc1,i,i,i,3,i,i,0.3,i,i,i,-4
CCCNC(=O)COc1coc(CN2CCN(c3cccc(Cl)c3)CC2)cc1=O,i,i,i,2,i,i,-0.4,i,i,i,3
CC(OC(=O)CNC(=O)COc1ccccc1)C(=O)N(C)Cc1ccccc1 (centres undefined),i,i,i,-1,i,i,-3.9,i,i,i,1
O=S(=O)(c1ccc(F)cc1)N1CCN(C(=S)NCC2CCCO2)CC1 (centres undefined),i,i,i,-1,i,i,-7.9,i,i,i,-1
Cc1ccc(SCC(=O)NCc2ccncc2)cc1,i,i,i,4,i,i,-0.1,i,i,i,-1
CC1CCCN(C(=O)Cn2cnc3c2c(=O)n(C)c(=O)n3C)C1 (centres undefined),i,i,i,2,i,i,0.2,i,i,i,-3
O=C(Cc1ccc2ccccc2c1)Nc1ccccc1Br,i,i,i,-1,i,i,-0.4,i,i,i,-7
O=C(c1cc(S(=O)(=O)N2CCOCC2)c(Cl)cc1Cl)N1CCCCC1CO (centres undefined),i,i,i,-7,i,i,-0.3,i,i,i,0
CC(=O)NCCOc1cccc2ccccc12,i,i,i,-8,i,i,0.2,i,i,i,-3
CCn1c(SCC(=O)Nc2ccc(OC)c(OC)c2)nnc1-c1ccco1,i,i,i,-5,i,i,-0.6,i,i,i,6
C=CCn1c(SCC(=O)NC2CCCC2)nc2c([nH]c3ccccc32)c1=O,i,i,i,-2,i,i,-0.1,i,i,i,37
COc1ccc(CC(CC(=O)O)C(=O)NCc2ccccc2)cc1 (centres undefined),i,i,i,26,i,i,0.3,i,i,i,-2
CCc1cc(=O)oc2cc(C)cc(OCC(=O)NC(Cc3c[nH]c4ccc(O)cc34)C(=O)O)c12 (centres undefined),i,i,i,3,i,i,-0.3,i,i,i,-5
C[C@@H]1O[C@@H](Oc2c(-c3cc(O)c(O)c(O)c3)oc3cc(O)cc(O)c3c2=O)[C@H](O)[C@H](O)[C@H]1O,i,i,i,2,i,i,-0.2,i,i,i,-3
Cc1ccc(OCC(=O)NC2CCCc3ccccc32)c(C)c1 (centres undefined),i,i,i,6,i,i,-2.6,i,i,i,7
Cc1nccn1CC(=O)N/N=C/c1cc(Br)cs1,i,i,i,-4,i,i,-0.5,i,i,-5.3*,7
CCCCn1c(=O)[nH]c(=O)c2c1nc(-c1ccc(OC(F)F)c(OC)c1)n2C,i,i,i,4,i,i,-0.1,i,i,i,-2
COc1ccccc1NS(=O)(=O)c1cc(NC(=O)c2ccncc2)ccc1N1CCOCC1,i,i,i,3,i,i,-0.6,i,i,i,4
COC(=O)c1sc(-c2ccc(Cl)cc2)cc1NC(=O)c1ccccc1C(=O)O,i,i,i,2,i,i,1.4,i,i,i,10
N#C/C(=C\c1cc2c(cc1Br)OCO2)c1ccc(C(=O)O)cc1,i,i,i,-6,i,i,-0.5,i,i,i,-7
CCC(=O)N(CC)c1nc(-c2ccc(OC)cc2)cs1,i,i,i,-4,i,i,2.5,i,i,i,2
O=C(c1ccoc1)N1CCC2(CC1)Oc1ccc(F)cc1C(=O)C21CC(c2ccc(Cl)cc2)=NO1 (centres undefined),i,i,i,18,i,i,-0.2,i,i,i,-1
CSc1nc(-c2ccccc2)nc(N2CCN(C)CC2)c1C(C)=O,i,i,i,-1,i,i,-0.2,i,i,i,1
CCSc1ccc(NC(=O)c2cccnc2)cc1,i,i,i,-2,i,i,2.7,i,i,i,7
Cc1[nH]n2c(=O)cc(Cc3ccccc3)nc2c1C#N,i,i,i,7,i,i,-0.4,i,i,i,·
CC(=O)OCCN(CCCn1c(-c2ccncc2)nc2ccccc21)c1nc(-c2ccc(C)cc2)cs1,i,i,i,17,i,i,0.2,i,i,i,-4
Cc1nc2nc(-c3ccco3)[nH]n2c(=O)c1Cc1ccccc1,i,i,i,13,i,i,-0.2,i,i,i,-4
CC12CCC(C(=O)N(CCCCN3CCN(Cc4ccccc4)CC3)C1=O)C2(C)C (centres undefined),i,i,i,-2,i,i,0.2,i,i,i,-8
O=C(COc1ccc(S(=O)(=O)N2CCCCC2)cc1)NCC1CCCO1 (centres undefined),i,i,i,-30,i,i,-0.2,i,i,i,-5
Cc1onc(-c2c(Cl)cccc2Cl)c1C(=O)N1CCCCC1,i,i,i,3,i,i,-0.3,i,i,i,-9
CCOC(=O)N1CCN(C(=O)c2ccccc2NC(=O)c2ccc(C(C)(C)C)cc2)CC1,i,i,i,1,i,i,0.0,i,i,i,-1
COC(=O)c1cc(NC(=O)CC2NC3CCCCC3NC2=O)cc(C(=O)OC)c1 (centres undefined),i,i,i,6,i,i,-0.1,i,i,i,3
C=C(C)CNC(=S)/N=c1\scc(C)n1CC,i,i,i,2,i,i,0.1,i,i,i,-2
CCOc1ccc(NC(=O)CSc2nc3ccccc3nc2N2CCCC2)cc1,i,i,i,-1,i,i,0.4,i,i,i,-3
COc1ccc(NS(=O)(=O)c2cccc3cccnc23)cc1OC,i,i,i,-7,i,i,-0.9,i,i,i,-1
Cc1cc(C)cc(N(CC(=O)NC2CCCC2)C(=O)CNC(=O)c2ccco2)c1,i,i,i,-4,i,i,-0.7,i,i,i,-2
O=C(Nc1ccc(F)c([N+](=O)[O-])c1)C(=O)c1c(O)[nH]c2ccccc12,i,i,i,-1,i,i,0.2,i,i,i,-3
CC1(C)CC(=O)c2c(O)cc(OCC(=O)N3CCN(c4ccccc4)CC3)cc2O1,i,i,i,8,i,i,0.1,i,i,i,-1
O=C(NCCN1C(=O)S/C(=C\c2ccc(Cl)cc2)C1=O)c1ccc(F)c(S(=O)(=O)N2CCOCC2)c1,i,i,i,1,i,i,-14,i,i,i,-2
COC(=O)[C@H](CCSC)NC(=O)Nc1ccc(OC)cc1,i,i,i,0,i,i,0.0,i,i,i,13
CC(=O)c1ccc(N2CCN(C(=S)Nc3ccc(Oc4ccccc4)cc3)CC2)cc1,i,i,i,0,i,i,0.8,i,i,i,-5

Bioassay records from PubChem.
